# FBW7 act – FBW7 E3 ligase activators, primary screen, biochemical, AlphaScreen, human | AlphaScreen FBW7–phospho-cyclin E peptide binding, activator screen | AID 1259310, 2017 | hit rate 0.13% among 650,000 | F-box/WD repeat-containing protein 7 (Homo sapiens), Q969H0 | normalized activity (activation), % at 26.1 µM; in the data active means normalized activity above about 1.9%;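 further: purified mutant Fbw7 with reduced substrate affinity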
# Target sequence (Q969H0 whole entry, looked up): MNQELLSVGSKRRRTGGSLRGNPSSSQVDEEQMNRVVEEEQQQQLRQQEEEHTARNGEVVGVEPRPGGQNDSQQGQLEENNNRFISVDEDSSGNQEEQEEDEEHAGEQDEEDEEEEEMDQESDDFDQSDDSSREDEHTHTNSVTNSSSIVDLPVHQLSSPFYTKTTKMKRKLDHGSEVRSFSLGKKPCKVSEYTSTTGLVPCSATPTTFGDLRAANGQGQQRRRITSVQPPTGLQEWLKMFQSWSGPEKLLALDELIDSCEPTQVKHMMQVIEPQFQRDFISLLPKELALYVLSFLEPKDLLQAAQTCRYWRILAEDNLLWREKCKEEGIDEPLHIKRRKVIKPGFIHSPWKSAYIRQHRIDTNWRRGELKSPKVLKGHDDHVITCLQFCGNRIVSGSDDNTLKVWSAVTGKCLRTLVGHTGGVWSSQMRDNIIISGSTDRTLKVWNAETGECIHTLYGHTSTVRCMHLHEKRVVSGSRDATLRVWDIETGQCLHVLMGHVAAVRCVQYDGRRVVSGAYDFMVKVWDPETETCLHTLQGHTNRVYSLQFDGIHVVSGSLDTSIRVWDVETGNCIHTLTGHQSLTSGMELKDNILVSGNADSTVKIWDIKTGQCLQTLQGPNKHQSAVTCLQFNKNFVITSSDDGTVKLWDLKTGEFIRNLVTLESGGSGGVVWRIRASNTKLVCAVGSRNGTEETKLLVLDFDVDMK
# GPR151 activ – activators of human GPR151, primary screen, cell-based, PathHunter beta-arrestin, luminescence. PathHunter beta-arrestin GPR151 cells. hit rate 1% among 650,000. activation, % at 11.2 µM. G-protein coupled receptor 151 (Homo sapiens), Q8TDV0; in the data active means activation above about 4.9%;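 further: 0% = median of compound wells and 100% = cells with positive control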
# Target sequence (Q8TDV0 whole entry, looked up): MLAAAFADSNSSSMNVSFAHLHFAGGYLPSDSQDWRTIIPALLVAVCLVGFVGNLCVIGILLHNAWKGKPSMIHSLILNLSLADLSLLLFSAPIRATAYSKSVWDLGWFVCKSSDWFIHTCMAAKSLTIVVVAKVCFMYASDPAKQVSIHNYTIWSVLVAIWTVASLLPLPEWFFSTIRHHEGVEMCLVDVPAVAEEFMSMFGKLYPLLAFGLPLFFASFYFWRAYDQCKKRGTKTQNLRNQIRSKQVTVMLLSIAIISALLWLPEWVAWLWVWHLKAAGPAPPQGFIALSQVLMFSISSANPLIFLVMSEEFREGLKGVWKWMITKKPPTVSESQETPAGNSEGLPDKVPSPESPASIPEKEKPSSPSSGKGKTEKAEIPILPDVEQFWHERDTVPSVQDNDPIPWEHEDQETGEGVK
# TEAD-YAP block – TEAD-YAP interaction inhibition, primary screen, TEAD-YAP interaction inhibitor project, luminescence, HEK-TIYL cells. inhibition, % at 9.12 µM. hit rate 1.4% among 640,000. TEAD-Gal4/YAP UAS-luciferase luminescence; in the data active means inhibition above about 32%;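 further: 0% = median of test compound wells and 100% = reference inhibitor wells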
# MITF inh – MITF inhibitors, primary screen, biochemical, AlphaScreen, human. AlphaScreen MITF homodimerization, bead proximity signal. Microphthalmia-associated transcription factor (Homo sapiens), O75030. hit rate 0.91% among 650,000. inhibition, % at 2.6 µM; in the data active means inhibition above about 50%;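 further: 0% = vehicle wells with protein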
# An asterisk follows results filed as active; nt = no result given; & = joins results of further samples.
Structure | FBW7 act | GPR151 activ | TEAD-YAP block | MITF inh
COC(=O)Cn1cnc(=O)c(C#N)c1C | -0.1 | -0.2 | -4.7 | -82.3
COc1ccc(-c2nnc3ccc(SCC(=O)N4CCCCCC4)nn23)cc1 | 0.1 | 2.3 | -5.7 | 4.4
CCOC(=O)c1c(NC(=O)Cn2cnc3ccccc3c2=O)sc(C(C)=O)c1C | -0.2 | -0.5 | -3.8 | -4.8
CCc1cccc(C)c1NC(=O)C(C)N(c1ccccc1)S(C)(=O)=O (centres undefined) | -0.1 | 1.7 | 0.0 | -7.1
COc1cc(/C=C2\SC(=O)N=C2N)ccc1O | 0.1 | -1.0 | -2.0 | -1.1
CCc1ccccc1NC(=O)CSCc1ccc(Cl)cc1 | 0.2 | 1.0 | -3.3 | -7.0
O=C(Nc1cc([N+](=O)[O-])ccc1O)NC1CCS(=O)(=O)C1 (centres undefined) | 0.1 | -0.7 | 2.4 | 17.4
CCCCC(=O)N1CCN(c2ccc(Nc3ccncc3)nn2)CC1 | 0.8 | 0.9 | -0.3 | 5.5
CCOC(=O)c1ccccc1NC(=O)CCNC(=O)Cn1cnc2ccccc2c1=O | 0.1 | 0.0 | 3.0 | 16.2
COc1cc(OC)cc(C(=O)N2C(=O)N(C)N(C)c3ncccc32)c1 | 1.5 | 0.8 | -17.5 | 3.1
CC(C)(C)CC(C)(C)NC(=O)c1cc2cc([N+](=O)[O-])ccc2oc1=O | -0.1 | -0.5 | 2.6 | 9.7
O=C(Cc1ccc(F)cc1)Nc1nnc(C2CCCCC2)o1 | -0.1 | 0.9 | -8.6 | -4.2
Cc1cc(C)cc(OCc2nnc(SCC(=O)N3CCN(c4ccccc4)CC3)o2)c1 | 0.2 | 0.0 | 1.2 | 10.1
O=C(Nc1c2c(nn1-c1cccc(Cl)c1)CS(=O)C2)C12CC3CC(CC(C3)C1)C2 (centres undefined) | 0.0 | -0.7 | 6.4 | 4.4
CCN(CC)C(=O)C1CCCN(c2cc(C(=O)Nc3ccc(NC(C)=O)cc3)ccn2)C1 (centres undefined) | 0.5 | 0.9 | 9.0 | 8.1
CONC(=O)C(C)O/N=C/c1ccccc1O (centres undefined) | 0.1 | -0.5 | 4.6 | -6.3
COc1cccc(C(=O)CSc2nc3ccccc3n2CC(=O)N2CCOCC2)c1 | -0.3 | -1.8 | -5.0 | -5.3
c1ccc(OCCNc2nc(N3CCN(Cc4ccc5c(c4)OCO5)CC3)nc3c2ncn3-c2ccsc2)cc1 | -0.2 | -0.8 | -2.8 | 10.4
CN(C)CCC(O)(c1ccccc1)c1nc2ccccc2n1C (centres undefined) | 0.1 | -2.0 | 1.0 | -18.7
CCOc1ccc(NC(=O)c2c(NC(=O)Cc3ccc(OC)cc3)sc3c2CCCCC3)cc1 | 0.0 | -0.3 | -7.9 | -14.4
Cc1ccc(N2C(=O)c3ccc(C(=O)Nc4ccccc4C(=O)O)cc3C2=O)cc1C | 0.1 | -1.5 | 13.9 | 21.6
O=C(Cc1cn(Cc2ccc(F)cc2)c2ccccc12)NCc1ccc2c(c1)OCO2 | 0.0 | 1.5 | -15.9 | -8.9
COc1ccccc1-c1nc(S(=O)(=O)c2ccccc2)c(N(C)C)o1 | 0.3 | -0.3 | 8.4 | 16.5
O=C(Nc1ccc(Cl)cc1)C1CCC(CNc2c(N3CCOCC3)c(=O)c2=O)CC1 (centres undefined) | 0.7 | -0.7 | 5.5 | 0.4
CCOC(=O)c1ccc(N2CN=c3s/c(=C4\C(=O)Nc5ccccc54)c(=O)n3C2)cc1 | 0.2 | 0.7 | 2.7 | -3.6
CCN(CC)C(=O)c1c(NC(=O)c2ccccc2)sc2c1CCC(C)C2 (centres undefined) | -0.1 | 1.2 | -0.2 | 1.9
O=C(Oc1ccc(N2C(=O)C3C4CCC(C4)C3C2=O)cc1)c1ccc(Cl)cc1Cl (centres undefined) | -0.1 | 1.2 | -1.4 | -4.9
Cc1nnc2n(c1=O)C(CS(=O)(=O)c1ccc([N+](=O)[O-])cc1)CS2 (centres undefined) | 0.1 | 0.1 | 3.4 | 9.4
COc1ccc(-n2c3c(cc(C(=O)Nc4cccc(F)c4)c2=O)C(=O)CC(C)(C)C3)cc1 | 0.0 | -1.0 | 8.1 | 8.2
Cn1ccnc1SCC(=O)Nc1ccc2nc(SCc3ccccc3F)sc2c1 | -0.2 | 0.2 | -17.3 | -1.7
CCC(CC)C(Br)C(=O)NC(N)=O (centres undefined) | -0.1 | 0.0 | -8.3 | -6.9
O=C1N=C(N2CCOCC2)S/C1=C\c1cccnc1 | 0.0 | 1.6 | -1.9 | -15.5
Cc1ccc(C(=O)N2CCN(C(=O)c3ccco3)CC2)cc1C | 0.1 | -1.2 | -7.6 | 9.0
COC(=O)CCC(=O)Nc1cccc(C(C)=O)c1 | -0.1 | 0.4 | 5.9 | 2.0
Cc1ccc(CSc2nnc3c(n2)OC(c2ccc(C(=O)O)cc2)Nc2ccccc2-3)cc1 (centres undefined) | -0.1 | 0.6 | -2.2 | -7.2
COc1cc(Nc2nc(N3CCOCC3)nc3nc[nH]c23)cc(OC)c1OC | 0.0 | 1.8 | 6.5 | 0.8
COc1ccc(C2c3cccn3CCN2C(=S)Nc2ccc(F)cc2)cc1 (centres undefined) | 0.0 | -0.3 | -8.5 | 10.9
CCCc1sc(N)nc1-c1ccc(OC)c(OC)c1 | 0.0 | -1.3 | 4.3 | 16.9
COC(=O)c1ccc(/C=c2\sc3nc(-c4ccccc4)nn3c2=O)cc1 | 0.5 | -1.0 | 0.0 | 6.0
Cc1ccc(C)c(Cn2cnc3c(nnn3-c3cccc(Cl)c3)c2=O)c1 | 0.7 | 3.5 | 11.9 | 10.6

# An excerpt of these results, with two lines to a compound:
# Order of results – FBW7 act	GPR151 activ	TEAD-YAP block	MITF inh
- COc1ccc(C2c3cccn3CCN2C(=S)Nc2ccc(F)cc2)cc1 (centres undefined)
 : 0.0	-0.3	-8.5	10.9
- CCCc1sc(N)nc1-c1ccc(OC)c(OC)c1
 : 0.0	-1.3	4.3	16.9
- COC(=O)c1ccc(/C=c2\sc3nc(-c4ccccc4)nn3c2=O)cc1
 : 0.5	-1.0	0.0	6.0

# The list goes on.
Structure | FBW7 act | GPR151 activ | TEAD-YAP block | MITF inh
O=C(NCC(c1ccco1)N1CCc2ccccc2C1)c1ccccc1F (centres undefined) | -0.1 | -0.4 | 4.5 | -7.5
Cn1c2ccccc2c2nnc(SCC(=O)Nc3cccc(O)c3)nc21 | 0.4 | -1.6 | -11.5 | 15.5
CCOc1cc(C#N)ccc1OCC(=O)N1CCCc2ccccc21 | -0.1 | -0.6 | -4.6 | -3.7
CCCN1CCN(c2ncnc3sc(C(=O)Nc4ccc(OC)c(Cl)c4)c(C)c23)CC1 | -0.1 | -0.6 | -12.0 | -9.8
COc1ccccc1NC(=S)NNC(=O)c1ccc(Cl)cc1Cl | -0.1 | -1.2 | -34.6 | -0.1
CCC1Sc2cc(S(=O)(=O)CCC(=O)Nc3ccc(C)cc3C)ccc2NC1=O (centres undefined) | 0.1 | 3.1 | -5.4 | 11.1
Cc1cccc(C(=O)NC(=S)NCc2ccccc2)c1 | -0.1 | 0.8 | 11.6 | 10.0
COc1ccc(NC(=O)CNC(=O)Cn2cnc3sc(C)c(C)c3c2=O)cc1OC | 0.0 | -0.4 | -6.3 | 1.3
CCOC(=O)c1cc2n(n1)C(C(F)(F)F)CC(C)N2 (centres undefined) | 1.1 | 0.4 | -17.0 | 18.3
Cc1ccc(C)c(N=C(NN)c2ccc3ccccc3n2)c1 | -0.1 | -1.9 | -10.0 | -1.5
COc1ccc(C)cc1NC(=O)c1cc(S(=O)(=O)NC2CCCC(C)C2C)ccc1F (centres undefined) | 0.1 | 0.8 | 11.3 | 10.4
O=[N+]([O-])c1ccc2nc3c4ccccc4n(Cc4ccccc4)c3cc2c1 | -0.4 | -0.3 | -6.9 | -8.3
c1ccc(-c2ccc(-c3cs/c(=N\c4ccccn4)n3-c3ccccc3)cc2)cc1 | 0.7 | -0.9 | -7.2 | -4.5
O=C1NCCCCC1NS(=O)(=O)c1ccc(F)c(F)c1 (centres undefined) | 0.2 | -0.2 | 2.7 | 3.9
CC(C)NC(=O)CSc1nc(Cc2ccccc2)nc2ccccc12 | 0.0 | -1.2 | -11.5 | -18.4
CCCCc1nc2c(c3c1C[C@H](C)OC3)CN(C(=O)C1CCCCC1)CC2 | 0.0 | -0.7 | nt | -13.3
CC(C(=O)Nc1ccc(Br)cc1)N1C(=O)c2ccccc2C1=O (centres undefined) | 0.0 | -0.4 | 1.5 | 10.6
Cc1ccccc1C1OC2(C(=O)c3ccccc3C2=O)C2C(=O)N(c3ccc(Br)cc3)C(=O)C12 (centres undefined) | -0.2 | 0.2 | -0.8 | -0.6
c1ccc(OCCNc2ncnc3nc(Nc4ccc(N5CCOCC5)cc4)[nH]c23)cc1 | -0.1 | -0.6 | 2.8 | 14.6
COc1cc(CO)ccc1OCc1ccc([N+](=O)[O-])cc1 | 0.0 | 3.5 | -80.2 | -8.6
O=C1CCN(Cc2cc(F)cc(F)c2)CCN1Cc1ccccn1 | -0.2 | -1.0 | -8.1 | -3.8
COc1ccc(C2=NN(C(=O)CSc3nnc(CNC(=O)c4ccco4)n3-c3cccc(C)c3C)C(c3ccc(C)cc3)C2)cc1 (centres undefined) | -0.1 | 2.5 | 9.3 | 0.7
CC(C)CC(OC(=O)c1ccco1)C(=O)NC(C)(C)C (centres undefined) | -0.1 | -0.9 | 0.7 | 7.2
O=C(CSc1cccc[n+]1[O-])c1ccc2c(c1)-c1ccccc1C2 | 0.0 | 0.4 | -33.7 | 0.7
Cc1ccc(S(=O)(=O)NC(=S)c2ccccc2)cc1 | 0.4&-0.1 | -0.4&0.9 | 1.1&-1.7 | 3.3&12.8
COc1cc(CO)cc(Cl)c1OCC(=O)Nc1ccccc1F | 0.2 | -0.5 | -3.3 | 17.9
CCOc1ccc(NC(=O)CSc2nncc(=O)[nH]2)cc1 | -0.1 | 0.5 | 16.7 | 3.8
Cc1ccc2nc(SCC(=O)NC(C)C)nc(=O)n2c1 | 0.3 | 0.7 | 4.8 | 15.1
CCOc1ccccc1-c1noc(-c2cn(CC)c3ccc(F)cc3c2=O)n1 | 0.1 | 0.1 | -5.1 | 8.2
N#Cc1ccccc1NC(=O)CS(=O)(=O)Cc1ccccc1 | -0.1 | -0.7 | 5.8 | -7.2
Cc1ncc2c(c1CNS(=O)(=O)c1ccsc1)CCN(C(=O)CN1CCCC1)C2 | 0.1 | 1.3 | -1.9 | 11.0
CCOc1ccc(N2C(=O)/C(=C/c3ccc(-c4ccc(Br)cc4)o3)C=C2c2ccccc2)cc1 | -0.1 | -1.5 | 1.4 | 0.1
COc1cc(C2C(C(N)=O)=C(C)Nc3nc(CCCO)nn32)cc(OC)c1OC (centres undefined) | -0.2 | -0.2 | 5.2 | 11.5
Cc1ccc(-c2nnc(C3CCN(S(=O)(=O)c4ccccc4)CC3)o2)cc1 | -0.3 | 0.5 | -2.9 | -4.3
O=C(Nc1ccc(-c2ncnc3[nH]ccc23)cc1)C1COc2ccccc2O1 (centres undefined) | 1.3 | -1.0 | 51.7* | 23.4
COc1cccc(C2C(C#N)=C(N)Oc3n[nH]c(-c4ccc(C)cc4)c32)c1 (centres undefined) | 0.2 | 1.2 | 8.5 | 8.4
O=C(C1CCC(Cn2c(=S)[nH]c3ccsc3c2=O)CC1)N1CCc2ccccc2C1 (centres undefined) | -0.2 | 1.9 | -0.6 | 4.5
CC1CCN(C(=O)CCc2nnc3n(Cc4ccc(F)cc4)c(=O)c4ccccc4n23)CC1 | 0.2 | 1.3 | -1.1 | 3.0
CCC(=O)N(Cc1ccc(OC)cc1)Cc1cc2cc(OC)ccc2[nH]c1=O | 1.2 | 0.1 | 3.0 | 7.2
O=C(CCSc1ccccc1)NCC1(c2cccs2)CCOCC1 | 0.9 | 0.0 | 7.3 | 9.3
CN1CCN(C(=O)C(=O)Nc2cccc3ccccc23)CC1 | -0.1 | 1.5 | 0.3 | 8.8
Cn1c(C(=O)N/N=C/c2ccccc2)cc2ccccc21 | 0.1 | -0.5 | -26.1 | -29.3
CCOC(=O)N1CCC(N2CCC3(CC2)CC3C(=O)NCc2ccco2)CC1 (centres undefined) | 0.1 | -1.3 | 1.7 | 2.1
Cc1cc(NC(=O)COC(=O)CCC(=O)c2ccc3c(c2)OCCO3)no1 | -0.1 | -1.7 | -0.5 | -7.5
CN1CCN(c2nccnc2-c2ccccc2Cl)CC1 | 0.0 | 0.2 | 13.6 | 19.3
COc1ccc(Cl)cc1C(=O)NCCNC(=O)c1ccc(NC(=O)C(C)C)cc1 | 0.1 | 0.6 | 3.0 | 9.5
CC(=O)OCCN(C)c1cc(Cl)c2nonc2c1[N+](=O)[O-] | -0.1 | -2.7 | 15.4 | 3.7
CCOc1ccc(C(C)NC(=O)C2CCC2)cc1 (centres undefined) | -0.1 | -0.1 | 9.9 | -5.9
O=C(O)c1ccc(NC(=O)c2nccnc2C(=O)O)cc1 | -0.1 | -0.2 | -0.9 | 14.2
COc1ccc(NCCCn2c(C)cn3c4c(=O)n(C)c(=O)n(C)c4nc23)c(OC)c1 | -0.3 | 0.5 | 10.3 | 16.7

# Reformatted: results already given
# Values run as follows: FBW7 act	GPR151 activ	TEAD-YAP block	MITF inh
- CCOc1ccc(N2C(=O)/C(=C/c3ccc(-c4ccc(Br)cc4)o3)C=C2c2ccccc2)cc1
  -0.1	-1.5	1.4	0.1
- CC(C)CC(OC(=O)c1ccco1)C(=O)NC(C)(C)C (centres undefined)
  -0.1	-0.9	0.7	7.2

# Compound activity from PubChem BioAssay.
